GDH-TPI counter: inhibits GDH-TPI coupling enzymes, artifact for Mtb FBA screen | GDH-TPI coupled enzyme counterscreen, NADH absorbance | inhibition, % at 4.8 µM | 360,000 compounds, 1.2% hits | AID 588335; in the data active = inhibition above about 30%;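 also: 0% = DMSO wells and 100% = wells lacking the enzyme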
FBA Mtb inh: inhibits M. tuberculosis FBA enzyme | purified M. tuberculosis FBA, fluorescence read-out | AID 588726 | inhibition, % at 1 µM | 360,000 compounds, 2.3% hits | P9WQA3; in the data active = inhibition above about 27%;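 also: 0% = vehicle and 100% = reference inhibitor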
MazF activator: MazEF (E. coli) toxin RNase activation; FAM/BHQ RNA-DNA oligo cleavage fluorescence, 5 h; activation, % at 20 µM; AID 504720; P0AE70; 350,000 compounds, 0.32% hits; in the data active = activation above about 50%
Target sequence (P0AE70 whole entry, looked up): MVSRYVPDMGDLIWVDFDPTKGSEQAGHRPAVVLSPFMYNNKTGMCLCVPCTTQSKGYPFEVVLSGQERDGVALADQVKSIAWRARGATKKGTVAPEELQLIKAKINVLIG
BioA inh: BioA (M. tuberculosis) enzyme inhibition. purified M. tuberculosis BioA enzyme, plate reader. inhibition, % at 9.99 µM. 360,000 compounds, 0.096% hits; in the data active = inhibition above about 40%
SSB-PriA inh: blocks PriA binding to SSB C-terminal tail; AlphaScreen SSBct-PriA binding, biotinylated peptide; inhibition, % at 33 µM; 430,000 compounds, 0.6% hits; in the data active = inhibition mostly above about 37%, no sharp cut-off; inactive = mostly below about 20%;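 also: plate controls were negative control peptide for no effect and reference peptide for full effect; strong numbers were not always called active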
Mtb UGM inh: Mtb UDP-galactopyranose mutase inhibition; inhibition, % at 10 µM; purified UGM, fluorescence polarization probe displacement; 320,000 compounds, 0.06% hits; in the data active = inhibition above about 10%, passing the limit was not always enough
Target sequence (P9WIQ1 whole entry, looked up): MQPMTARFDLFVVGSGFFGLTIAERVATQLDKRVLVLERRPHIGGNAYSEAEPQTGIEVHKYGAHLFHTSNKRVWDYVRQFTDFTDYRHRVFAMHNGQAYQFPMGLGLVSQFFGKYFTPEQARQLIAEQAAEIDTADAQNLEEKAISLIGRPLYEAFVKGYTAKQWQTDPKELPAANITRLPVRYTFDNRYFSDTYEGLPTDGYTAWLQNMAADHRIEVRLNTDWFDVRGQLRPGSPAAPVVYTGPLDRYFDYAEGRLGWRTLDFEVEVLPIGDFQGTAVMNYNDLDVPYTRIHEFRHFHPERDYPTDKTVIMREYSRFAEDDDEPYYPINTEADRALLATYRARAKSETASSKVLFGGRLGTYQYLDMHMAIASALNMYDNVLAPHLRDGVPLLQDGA
Rv3671c inh: inhibits the M. tuberculosis serine protease Rv3671c. P9WHR9. inhibition, % at 5.96 µM. 320,000 compounds, 0.048% hits; in the data active = inhibition above about 38%;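 also: extracellular domain of Rv3671c used as enzyme; 0% = enzyme with DMSO and 100% = no enzyme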
Target sequence (P9WHR9 whole entry, looked up, the tested form may be a part): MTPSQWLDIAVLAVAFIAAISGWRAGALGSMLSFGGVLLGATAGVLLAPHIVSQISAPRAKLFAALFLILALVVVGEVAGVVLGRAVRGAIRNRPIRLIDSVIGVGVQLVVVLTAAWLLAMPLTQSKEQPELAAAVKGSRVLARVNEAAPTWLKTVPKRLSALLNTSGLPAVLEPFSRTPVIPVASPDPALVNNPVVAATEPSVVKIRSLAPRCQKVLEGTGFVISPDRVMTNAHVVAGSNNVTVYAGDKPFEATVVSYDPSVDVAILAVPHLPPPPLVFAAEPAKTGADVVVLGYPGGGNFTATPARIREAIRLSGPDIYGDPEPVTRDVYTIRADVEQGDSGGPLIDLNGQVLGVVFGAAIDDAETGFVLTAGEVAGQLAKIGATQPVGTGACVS
SARS 3CLpro inh: SARS-CoV 3CLpro protease inhibition. P0C6X7. recombinant SARS-CoV 3CLpro, quenched FRET peptide cleavage. inhibition, % at 6 µM. 290,000 compounds, 0.14% hits; in the data active = inhibition above about 12%
VHR inh abs: DUSP3 (human) phosphatase inhibition. P51452. AID 1654. recombinant VHR phosphatase, pNPP absorbance. inhibition, % at 13.3 µM. 290,000 compounds, 0.52% hits; in the data active = inhibition above about 50%; also: some compounds called inactive have numbers as strong as hits
BH1578 lux ind: induces V. cholerae light production without autoinducers | V. cholerae BH1578 lux reporter, luminescence, 6 h | activation, % at 18.7 µM | 350,000 compounds, 0.16% hits; in the data active = activation mostly above about 9.7%, no sharp cut-off; also: not every result past the cut was called active; inactives centre near 0; reference of the scale not given here
An asterisk follows results filed as active; i = inactive; . = no result given; & = joins results of further samples.

SMILES | GDH-TPI counter | FBA Mtb inh | MazF activator | BioA inh | SSB-PriA inh | Mtb UGM inh | Rv3671c inh | SARS 3CLpro inh | VHR inh abs | BH1578 lux ind
CS(=O)(=O)N(CC(=O)Nc1ccc(S(=O)(=O)N2CCOCC2)cc1)c1cccc(F)c1 | 1 | 2 | -2 | 1.0 | -5 | 2.0 | 7 | 3 | 16 | i
O=C(CCn1cnc2ccccc21)N=Nc1c(O)[nH]c2ccccc12 | 0 | -8 | 4 | . | 0 | -1.7 | 7 | -4 | 25 | -3.1
Cc1ccc(S(=O)(=O)NC(=O)c2ccc(Br)o2)cc1 | -4 | -1 | 0 | -1.6 | 3 | 2.9 | 10 | -1 | -4 | -4.5
COc1ccc(C(=O)Nc2ccccc2C(=O)NCCCn2ccnc2)cc1 | -8 | 2 | -2 | 3.1&2.6 | -14 | . | . | -5 | 12 | 0.0
COc1ccc2nc(C)cc(SCC(=O)N/N=C/c3cccc4ccccc34)c2c1 | 6 | 2 | 55* | -1.1 | . | -3.2 | -4 | 0 | 25 | -1.4
COc1ccc(NC(=O)c2ccc(Cl)c(S(=O)(=O)N3CCc4ccccc4C3)c2)cn1 | -4 | -2 | 8 | -0.5 | 2 | -1.0 | -61 | 2 | 13 | -0.3
Cc1cc(NC(=O)CSc2nnc3c(C)cc4c(C)ccc(C)c4n23)no1 | -2 | -2 | 4 | 1.6 | -5 | 1.8 | 1 | 5 | 18 | -0.7
CCOC(=O)C1C(=O)NC(C(=O)OCC)(C(=O)OCC)C1CC (configuration not stated) | -3 | -3 | 7 | -1.7 | -8 | . | . | . | . | i
O=C1NC(c2ccc(Cl)c([N+](=O)[O-])c2)Nc2ccccc21 (configuration not stated) | 3 | -1 | -16 | . | -10 | 4.5 | 4 | 3 | 20 | i
CC(NC(=O)c1ccc(Br)o1)C1CCCO1 (configuration not stated) | 5 | -3 | 1 | 0.4 | -25 | -2.8 | 6 | -2 | -3 | i
O=C(NCCCN1CCCC1=O)c1ccc2c(=O)n(-c3ccccc3F)c(=S)[nH]c2c1 | 18 | 5 | 1 | -0.9 | -18 | -0.1 | -3 | 2 | 8 | i
CCCN1CCN(C(=O)C2CCN(S(=O)(=O)c3c(C)noc3/C=C/c3ccc(C)cc3)CC2)CC1 | 32* | -2 | 1 | 2.9 | 6 | 0.9 | -1 | 1 | 14 | i
O=[N+]([O-])c1cccc(COc2cccc(CN3CCCCC3)c2)c1 | -19 | 1 | 4 | 1.3 | 3 | . | . | . | . | -0.7
Cc1ccccc1-n1nnnc1SC(C)C(=O)NC1CCCc2ccccc21 (configuration not stated) | 12 | -3 | 1 | 1.6 | -15 | -0.7 | 3 | 5 | 7 | -0.4
O=C(CN1CCN(Cc2ccccc2)CC1)Nc1ccc([N+](=O)[O-])cc1C(=O)Nc1ccccc1F | 8 | 3 | -1 | . | 21 | 0.3 | 0 | 2 | 17 | -0.3
O=C(OCCN1CCCCC1)c1cccc(Cl)c1 | 3 | 3 | 5 | 2.1 | -16 | -0.5 | -4 | -3 | -35 | i
CSc1ccc(S(=O)(=O)NCC(=O)OCC(=O)N2CC(C)CC(C)C2)cc1[N+](=O)[O-] (configuration not stated) | 11 | 3 | 0 | . | -20 | 0.1 | 0 | . | . | i
CCN(C[C@H]1N[C@@](Cc2ccccc2)(C(=O)OC)[C@H]2C(=O)N(C)C(=O)[C@@H]12)C(=O)COC | 15 | 5 | 7 | -0.8 | -2 | -1.5 | -3 | . | . | i
CCOC(=O)c1ccc2c(c1)N(CC)C(=O)c1ccccc1S2 | 6 | 2 | -17 | -0.9 | -14 | -4.9 | -4 | 0 | -3 | i
CCCCNC(=O)c1ccc2c(SCC(=O)O)c3c(nc2c1)CCCC3 | -3 | 1 | -10 | 1.2 | -6 | . | -7 | -2 | 14 | i
Cc1c(NC(=O)CSc2ccc3ccccc3n2)c(=O)n(-c2ccccc2)n1C | 7 | -3 | 3 | 0.1 | -4 | 1.3 | -7 | . | . | -0.3
COCCCNC(=S)NNC(=O)c1cc(Cl)c(O)c(Cl)c1 | 24 | 0 | -2 | . | -8 | 3.9 | 4 | 4 | 21 | -0.5
N#Cc1ccc(OCC(=O)NNC(=S)NC2CCCCC2)cc1 | 1 | 5 | 6 | -0.6 | 3 | 2.7 | 2 | . | . | i
CC1(C)CC(=O)N(CC(=O)NCc2ccc(F)cc2)c2ccccc2S1(=O)=O | -15 | -1 | 6 | -1.0 | -9 | 0.1 | 1 | 1 | 4 | -0.3
COc1ccc(S(=O)(=O)c2c[nH]c(=S)[nH]c2=O)cc1Cl | 19 | 1 | 2 | -0.9 | -14 | -0.3 | . | -2 | -2 | i

Compound profiles, as listed above. Values in the order: GDH-TPI counter | FBA Mtb inh | MazF activator | BioA inh | SSB-PriA inh | Mtb UGM inh | Rv3671c inh | SARS 3CLpro inh | VHR inh abs | BH1578 lux ind
Profile of `CCCN1CCN(C(=O)C2CCN(S(=O)(=O)c3c(C)noc3/C=C/c3ccc(C)cc3)CC2)CC1` : 32* | -2 | 1 | 2.9 | 6 | 0.9 | -1 | 1 | 14 | i
Profile of `CSc1ccc(S(=O)(=O)NCC(=O)OCC(=O)N2CC(C)CC(C)C2)cc1[N+](=O)[O-]` (configuration not stated) : 11 | 3 | 0 | . | -20 | 0.1 | 0 | . | . | i
Profile of `CC1(C)CC(=O)N(CC(=O)NCc2ccc(F)cc2)c2ccccc2S1(=O)=O` : -15 | -1 | 6 | -1.0 | -9 | 0.1 | 1 | 1 | 4 | -0.3
Profile of `Cc1cc(NC(=O)CSc2nnc3c(C)cc4c(C)ccc(C)c4n23)no1` : -2 | -2 | 4 | 1.6 | -5 | 1.8 | 1 | 5 | 18 | -0.7
Profile of `COc1ccc2nc(C)cc(SCC(=O)N/N=C/c3cccc4ccccc34)c2c1` : 6 | 2 | 55* | -1.1 | . | -3.2 | -4 | 0 | 25 | -1.4

(continued)
SMILES | GDH-TPI counter | FBA Mtb inh | MazF activator | BioA inh | SSB-PriA inh | Mtb UGM inh | Rv3671c inh | SARS 3CLpro inh | VHR inh abs | BH1578 lux ind
Cc1cccc(N2CCN(C(=O)CCC(=O)N3CCOc4ccc(Cl)cc43)CC2C)c1 (configuration not stated) | -5 | -4 | 4 | 1.7 | 8 | 0.1 | 5 | 2 | 29 | i
CC(C)Nc1ccc(C(CC(N)=O)NC(=O)c2ccc(Br)cc2)cc1[N+](=O)[O-] (configuration not stated) | 8 | -2 | 3 | -0.6 | 6 | 2.8 | 0 | . | 11 | i
COc1ccc(C(=O)NC(=O)COC(=O)C2COc3ccccc3O2)cc1 (configuration not stated) | 3 | 2 | -9 | -1.0 | -3 | 1.1 | 5 | 1 | 2 | 3.9
COc1ccc(C(=O)O)cc1S(=O)(=O)NC(C)C12CC3CC(CC(C3)C1)C2 (configuration not stated) | -14 | 1 | 1 | 1.3 | 0 | 2.4 | -4 | . | . | i
COc1ccc(SCC(=O)Nc2ccc(N3CCN(C)CC3)c(F)c2)cc1 | -2 | 0 | 5 | . | 0 | 3.9 | 3 | 2 | 41 | -0.1
Cc1ccc(C)c(N2CCN(C(=O)CCc3nc(-c4cccc(Cl)c4)no3)CC2)c1 | 7 | -3 | -3 | 0.7 | -6 | . | . | . | . | i
Cc1ccc([C@@H]2C[C@H]3[C@@H](CN2S(=O)(=O)c2ccc(C)cc2)C(=O)C[C@@H](c2ccccc2)N3S(=O)(=O)c2ccc(C)cc2)cc1 | -5 | -1 | -6 | -1.1 | . | . | . | . | . | i
COc1ccc(C)cc1NC(=O)CN1C(=O)c2cccc3cccc1c23 | -1 | 2 | 6 | 1.0 | -9 | -0.5 | -27 | 4 | 8 | 3.2
CCOc1ccc(S(=O)(=O)N2CCOCC2)cc1NC(=O)C1=COCCO1 | 1 | -1 | 3 | 0.1 | -8 | -3.4 | 1 | . | . | i
O=S1(=O)CCN(Cc2ccccn2)CC1 | -5 | -1 | -1 | -0.2 | 2 | 3.4 | 0 | -1 | 23 | 1.2
CC1CC(C)CN(CCCNS(=O)(=O)c2ccc3c(c2)oc(=O)n3C)C1 (configuration not stated) | 1 | 20 | -33 | -0.1 | -11 | -4.0 | . | -4 | 19 | i
Oc1ccc(C2=NNC(c3ccc(O)cc3)=NN2)cc1 | 6 | 0 | 2 | -0.5 | 1 | 1.8 | 2 | -2 | 36 | i
Cc1ccc(CNc2cnccn2)cc1 | 6 | 74* | 0 | -0.4 | -8 | -0.9 | -6 | 0 | 5 | i
COc1cc(CN(C(=O)c2cccs2)C2CCS(=O)(=O)C2)cc(OC)c1OC (configuration not stated) | -10 | -5 | 8 | -0.5 | 0 | -1.9 | 3 | 0 | 11 | i
CCOC(=O)C1CCN(S(=O)(=O)c2ccc(-c3cc(C(F)(F)F)n(C)n3)s2)CC1 | -5 | -1 | -11 | 0.2 | 1 | -0.7 | -7 | 2 | 10 | -0.5
CCCOc1ccc(F)cc1-c1cc(C(=O)Nc2ccc(C(C)C)cc2)[nH]n1 | 12 | -1 | . | -1.0 | . | . | . | . | . | 0.4
Cn1c(CN2CCCCC2)nc2cc(NS(=O)(=O)c3ccc(F)cc3)ccc21 | 0 | 0 | 13 | . | -2 | -0.5 | -9 | 5 | 48 | 0.1
Nn1c(SCc2cccc(Oc3ccccc3)c2)nnc1C(F)(F)F | 6 | -9 | -1 | 6.7 | -5 | -0.8 | -6 | 1 | 37 | i
CCOC(=O)C1(CCOc2ccccc2)CCN(Cc2ccc(OCC)c(CO)c2)CC1 | -14 | 0 | 0 | 0.9 | -4 | -0.6 | 3 | -6 | . | -0.3
Cc1ccccc1OCCn1c(=S)[nH]c2ccccc21 | 5 | 3 | -5 | -4.2 | 2 | 0.2 | 5 | 0 | 12 | -0.6
CC(C)CN1CC(Br)C(=O)NC1=O (configuration not stated) | 2 | 0 | 2 | -0.4 | -14 | . | . | . | . | i
O=c1nc2cccc3c2=c(/c1=C(\O)c1ccccc1)c1ccccc1c3=O | 17 | 29* | 9 | -1.7 | . | 0.0 | 5 | 8 | 44 | 0.9
Cc1cccc(NC(=O)c2sc3nc4c(c(-c5cccs5)c3c2N)CN(C)CC4)c1 | 3 | 1 | 7 | . | -3 | -0.3 | 0 | -14 | 0 | -2.2
CCOC(=O)Cn1ncn(-c2ccc(OC(F)(F)F)cc2)c1=O | 6 | 1 | 5 | . | -14 | 3.3 | 1 | -2 | 26 | i
C/C(=N\NC(=O)c1c(C)nc2ccccn12)c1ccccc1F | 5 | 3 | -12 | -1.0 | . | -0.6 | 3 | -3 | 71 | -0.9
CCCCn1c(N)c(N(CC(C)C)C(=O)c2oc3ccc(OC)cc3c2C)c(=O)[nH]c1=O | 6 | 2 | -3 | . | -7 | . | 5 | . | . | -2.4
COc1ccc(/C=C/C=C2C(=O)NC(=S)NC2=O)cc1 | -2 | -2 | -233 | . | 3 | . | . | . | . | .
CCOc1ccc(NCc2nnc(SCc3ccccc3Cl)n2-c2ccccc2)cc1 | -5 | 3 | 5 | 4.1 | 50 | -1.1 | 1 | 6 | 37 | -0.6

Molecules shown so far that have a CF3 group, in the order listed:
SMILES | GDH-TPI counter | FBA Mtb inh | MazF activator | BioA inh | SSB-PriA inh | Mtb UGM inh | Rv3671c inh | SARS 3CLpro inh | VHR inh abs | BH1578 lux ind
CCOC(=O)C1CCN(S(=O)(=O)c2ccc(-c3cc(C(F)(F)F)n(C)n3)s2)CC1 | -5 | -1 | -11 | 0.2 | 1 | -0.7 | -7 | 2 | 10 | -0.5
Nn1c(SCc2cccc(Oc3ccccc3)c2)nnc1C(F)(F)F | 6 | -9 | -1 | 6.7 | -5 | -0.8 | -6 | 1 | 37 | i
CCOC(=O)Cn1ncn(-c2ccc(OC(F)(F)F)cc2)c1=O | 6 | 1 | 5 | . | -14 | 3.3 | 1 | -2 | 26 | i

Bioassay records (PubChem BioAssay)

These rows are one share of the data (hit frequency here may not be typical).
